# Bioassay records: PubChem BioAssay, several laboratories
# PhoP inhibition: inhibitors of PhoP regulon expression, primary screen, Salmonella Typhimurium, GFP reporter (AID 1863); inhibition, % at 50 µM; hits with a dose series show IC50 in µM; S. Typhimurium PhoP-regulated promoter GFP reporter, 4 h; higher % means a stronger effect; 300,000 compounds, 0.16% hits;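 active = inhibition over 29.93%, a cutoff 3 SD above the screen mean, later confirmed by dose response; inconclusive = inhibition over 29.93% but no dose response follow-up; inactive = inhibition at most 29.93% or unconfirmed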;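 also: 0% = low Mg2+ inducing control and 100% = high Mg2+ repressing control; strong numbers were not always called active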
# Dengue-2 NS5 capping: Dengue-2 NS5 methyltransferase inhibitors, primary screen, biochemical, confirmation dose response (AID 588689) | 340,000 compounds, 0.3% hits | inhibition, % at 25 µM, or IC50 in µM where a hit was titrated | Dengue-2 NS5 methyltransferase capping enzyme assay, biochemical; higher % means a stronger effect; in the data active = a potency from the dose series; inconclusive = inhibition above about 29% without an active follow-up result
# NTR1 ag: agonists of NTR1, primary screen, imaging, U2OS cells, beta-arrestin-GFP, high content (AID 493036) | P30989 | NTR1-U2OS beta-arrestin-GFP spot imaging, agonist mode | activation, % at 20 µM | 330,000 compounds, 0.17% hits;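 active = activation at or above 40% of the spot to cytoplasm intensity ratio, with at least 20 cells analyzed; inconclusive = wells under 20 cells, flagged as cytotoxic or low count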;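 also: 0% = DMSO without peptide and 100% = 100 nM NTR1 peptide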
# Target sequence (P30989 whole entry, looked up): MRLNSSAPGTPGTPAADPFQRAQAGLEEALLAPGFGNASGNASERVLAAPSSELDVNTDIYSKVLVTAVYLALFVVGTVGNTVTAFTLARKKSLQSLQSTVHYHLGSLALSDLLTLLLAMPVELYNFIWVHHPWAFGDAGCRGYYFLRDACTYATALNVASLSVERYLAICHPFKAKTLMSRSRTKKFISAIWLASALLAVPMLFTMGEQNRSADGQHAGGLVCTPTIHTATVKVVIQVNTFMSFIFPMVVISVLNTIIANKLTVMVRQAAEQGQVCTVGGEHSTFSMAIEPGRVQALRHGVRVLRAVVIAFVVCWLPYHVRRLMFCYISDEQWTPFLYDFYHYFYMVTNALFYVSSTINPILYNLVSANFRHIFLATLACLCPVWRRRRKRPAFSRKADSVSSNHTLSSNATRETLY
# RSV CPE inhibition: inhibition of RSV-induced cytopathic effect – HEp-2 cells, primary 10 µM value included (AID 2391) | HEp-2 cells, RSV-induced CPE inhibition; higher % means a stronger effect | 310,000 compounds, 0.13% hits | CPE inhibition, % at 10 µM, or IC50 in µM where a hit was titrated; in the data active = a potency from the dose series; inconclusive = CPE inhibition mostly from about 23% at the one dose, without a potency; inactive = the rest, 99 in 100 with CPE inhibition below about 21%; also: strong numbers were not always called active
# MgcRacGAP inhibition: MgcRacGAP GTPase-activating activity inhibitors, confirmation, biochemical, ADP Hunter fluorescence; MgcRacGAP-stimulated Rac1 GTP hydrolysis, ADP Hunter fluorescence; higher % means a stronger effect; GST-tagged Rac1 F28L mutant substrate; inhibition, % at 30 µM; hits with a dose series show IC50 in µM; 340,000 compounds, 0.6% hits; AID 624330;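 active = first-screen hits whose inhibition reached a set limit at any dose in the follow-up dose series; inconclusive = inhibition above the set first-screen limit but never retested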;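 also: fluorescence reports GDP produced by GAP-driven GTP hydrolysis; strong numbers were not always called active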
# West Nile virus CPE: inhibition of WNV-induced cytopathic effect – cell-based, CPE readout (AID 1621); West Nile virus-infected cells, CPE inhibition; higher % means a stronger effect; CPE inhibition, % at 10 µM; hits with a dose series show IC50 in µM; 290,000 compounds, 0.02% hits; in the data active = a potency from the dose series; inconclusive = CPE inhibition mostly from about 3.7% at the one dose, without a potency; inactive = the rest, 99 in 100 with CPE inhibition below about 2.2%; also: strong numbers were not always called active
# SV40 large T antigen: TAg ATPase/helicase activity blockers – biochemical (AID 1903) | SV40 large T antigen ATPase/helicase inhibition assay; higher % means a stronger effect | 310,000 compounds, 0.39% hits | one-dose inhibition, % at 20 µM; IC50 in µM for titrated hits; in the data active = a potency from the dose series; inconclusive = inhibition mostly from about 32% at the one dose, without a potency; inactive = the rest, 99 in 100 with inhibition below about 32%; also: strong numbers were not always called active
# K1F lysis inhibition: inhibition of K1F phage lysis, E. coli UTI89, bacterial capsule biogenesis inhibitors, alamar blue (AID 488966) | E. coli UTI89 K1F phage lysis, alamar blue, 2 h; higher % means a stronger effect | inhibition, % at 100 µM; hits with a dose series show IC50 in µM | 340,000 compounds, 0.02% hits;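 active = phage lysis inhibition, versus mean bacterial control, above a set limit; inconclusive = no clear call, values can overlap the other calls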;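 also: capsule biogenesis inhibitors block K1F phage lysis so surviving cells raise fluorescence; higher fluorescence means more inhibition of phage lysis; actives were called in the ten point dose series up to 300 µM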
# T cell HTS: modulates CD8 T cell binding to vesicles. 2C CD8+ T cell-vesicle binding, flow cytometry; stronger effect = lower value. calls only at 7 µM. 330,000 compounds, 0.068% hits. AID 2052;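 active = response, share of CD8 T cells binding vesicles, and their 90th percentile fluorescence all below set limits, cut at about 80% in these data, passing the limit was not always enough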
#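 material = purified 2C TCR transgenic mouse naive CD8+ T cells | controls = Unloaded micro-vesicles (low), QL9 vesicles with 0.7% DMSO (high) | detection = cytometric PE anti-B7-1 and Alexa647 anti-CD8 signals after 1% paraformaldehyde fixation | incubation = binding step 1.5 h, 37 °C, antibody labelling 20 min, ice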
# T cell HTS vesicle-bound %: further read-out of T cell HTS, marked with its call; double positive events, %; measured here: CD8+ vesicle-bound cell fraction;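 binding gate set so that unloaded-vesicle control wells show 10% double positive cells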
# NTR1 ag cell count 20 µM: also measured in NTR1 ag; calls as there; cell count; measured here: cell count, cytotoxicity flag
# Active calls of the source: *; i = inactive; ? = inconclusive; . = no result given; [ ] = dose if it differs, or a comment.
SMILES,PhoP inhibition,Dengue-2 NS5 capping,NTR1 ag,NTR1 ag cell count 20 µM,RSV CPE inhibition,MgcRacGAP inhibition,West Nile virus CPE,SV40 large T antigen,K1F lysis inhibition,T cell HTS,T cell HTS vesicle-bound %
O=C(O)c1ccc(NS(=O)(=O)c2ccc(Cl)c(C(=O)Nc3ccccc3)c2)cc1,-4%,0%,-0.8,56,0.0%,2%,0.7%,-6%,0.8%,i,60
COC(=O)Cc1c(C)nc2nc(-c3ccc(Cl)cc3)[nH]n2c1=O,-5%,-6%,-0.2,41,2.7%,0%,-0.3%,1%,-0.9%,i,12
CN1CCCCc2c1[nH]c1ccccc1c2=O,-10%,15%,-0.6,60,1.9%,-2%,-0.2%,4%,-0.4%,i,31
O=C(/C=C/c1ccc(Cl)cc1)N1CCN(Cc2ccccc2)CC1,5%,-8%,-0.1,79,7.9%,11%,-1.1%,6%,0.3%,i,53
CSCC[C@H](NC(=O)OC(C)(C)C)C(=O)NCC1CCC(C(=O)N[C@@H](Cc2ccccc2)C(=O)O)CC1 (stereo not given in full),0%,-5%,0.1,87,0.1%,11%,0.1%,6%,-0.5%,i,64
N#C/C(=C\c1cccc([N+](=O)[O-])c1)c1nnc2n1CCCCC2,20%,-9%,0.8,50,-0.4%,5%,-0.6%,16%,1.5%,i,44
COc1ccc(-n2c(Cc3cc(=O)[nH]c(=O)[nH]3)nnc2SCC(=O)N2CCCC2)cc1,-1%,-1%,4.9,48,-0.2%,3%,.,1%,5.4%,i,60
CNC(=O)C1CCN(C(=O)c2ccc(-c3ccccc3)cc2)CC1,-2%,-2%,-1.2,63,1.5%,13%,0.1%,8%,-0.4%,i,55
COc1ccccc1-n1cc(-c2ccccc2)c2c(=S)nc[nH]c21,-2%,7%,8.7,52,-1.4%,0%,2.3%,.,0.3%,i,8
CSc1nc2[nH]ncc2c(=O)[nH]1,7%,-5%,0.2,62,0.8%,-4%,0.7%,21%,-3.5%,i,23
O=C(Nc1ccccc1N1CCOCC1)c1ccc([N+](=O)[O-])o1,4%,4%,5.9,62,1.7%,7%,1.0%,3%,0.1%[50 µM],i,37
CCNC(=S)N/N=C/c1sc(N2CCCCC2)nc1-c1cccs1,-60%,?,7.0,79,2.8%,11%,-1.0%,-3%,0.1%,i,46
CCOC(=O)c1c(NC(=O)/C=C/C(=O)O)sc(C)c1-c1ccc(Cl)cc1,5%,43µM*,0.3,26,6.2%,4%,-0.5%,48%,-1.6%,i,14
Cc1ccccc1-c1nnc(SCC(=O)NC2CCS(=O)(=O)C2)n1C (stereo not given),.,-1%,-0.1,55,.,3%,.,.,0.6%[50 µM],i,58
CCOC(=O)COc1ccc(S(=O)(=O)NCc2cccnc2)cc1,1%,-2%,-0.8,48,-1.1%,3%,-0.3%,-4%,0.4%,i,65
O=C(O)Cn1c(=O)c2c3c(sc2n(Cc2ccccc2)c1=O)CCCC3,15%,-1%,-0.3,70,2.2%,16%,1.5%,-3%,0.0%,i,48
O=C(COc1ccccc1)N1CCN=C1c1ccccc1,0%,-1%,-0.7,95,1.2%,7%,-0.3%,5%,0.8%,i,16
CCOC(=O)N/N=C\C=C\c1ccc2c(c1)OCO2,-1%,5%,-1.0,93,0.9%,-7%,-0.5%,16%,0.3%,i,48
CC1CCN(C(=O)CCS(=O)(=O)c2cc3c(cc2Cl)NC(=O)CO3)CC1,.,-6%,-0.9,79,1.9%,-1%,-0.3%,13%,-0.2%,i,61
CN(/N=C/c1cc(Cl)cc(Cl)c1O)c1c(Cl)cccc1[N+](=O)[O-],-12%,2%,2.4,48,8.6%,-1%,0.1%,3%,-2.0%,i,27
COc1c(CC=C(C)C)c(O)cc2oc(=O)c3c4ccc(O)cc4oc3c12,-5%,.,11,102,36%,.,0.2%,22%,.,i,31
COc1ccc(NS(=O)(=O)c2cccc(C(=O)NNC(=O)c3cc(S(N)(=O)=O)ccc3OC)c2)cc1,-5%,1%,-0.2,57,-1.2%,6%,.,12%,0.6%[50 µM],i,11
Nc1c(C(=O)C2CC2)sc2nc(-c3cccs3)cc(C(F)(F)F)c12,7%,?,9.5,53,3.7%,6%,0.2%,-2%,0.5%,i,54
FC(F)(F)c1cc(C(F)(F)F)c2ccc(N3CCN(c4ccccc4)CC3)nc2n1,-8%,-2%,4.1,87,1.1%,9%,-0.9%,5%,0.0%,i,54
Cc1ccc(C(=O)/C=C/NCc2ccc(F)cc2)cc1,-5%,-1%,-0.2,40,3.5%,4%,-0.7%,8%,2.4%,i,44
SMILES,PhoP inhibition,Dengue-2 NS5 capping,NTR1 ag,NTR1 ag cell count 20 µM,RSV CPE inhibition,MgcRacGAP inhibition,West Nile virus CPE,SV40 large T antigen,K1F lysis inhibition,T cell HTS,T cell HTS vesicle-bound %
CCCCOc1ccc(N(CC(=O)NC2CCCCC2)C(=O)c2snc(C(N)=O)c2N)cc1,-8%,-2%,3.8,62,0.5%,8%,-0.4%,4%,0.1%,i,40
O=C(O)c1ccccc1C(=O)Nc1ccccc1NC(=O)c1ccccc1C(=O)O,.,.,-1.6,60,2.1%,.,.,5%,.,i,13
O=C(COC(=O)c1ccc(N2CCOCC2)c([N+](=O)[O-])c1)Nc1ccc2c(c1)OCO2,20%,-7%,-1.6,59,14%,0%,0.4%,7%,2.1%,i,24
Cc1cc2cc(CN(Cc3ccco3)S(=O)(=O)c3c(C)ccc4nsnc34)c(=O)[nH]c2cc1C,3%,22%,6.7,79,-1.0%,4%,1.4%,5%,0.6%,i,26
Cc1cccc(S(=O)(=O)Nc2cc(Cl)ccc2N2CCOCC2)c1,.,15%,3.5,63,.,14%,.,.,0.6%,i,27
CN(CC(=O)Nc1ccc(F)cc1)C(=O)C1CCN(S(=O)(=O)c2ccc3c(c2)OCCO3)CC1,-5%,5%,2.3,40,1.0%,2%,.,5%,0.9%[50 µM],i,49
COc1ccc(Cl)cc1NC(=O)Cn1c(=O)oc2ccccc21,-1%,-3%,-1.5,92,5.0%,7%,-0.7%,15%,0.2%,i,12
CN=c1scc(-c2cc(OC)ccc2OC)n1/N=C/c1c(C)[nH]c2ccccc12,21%,-82%,3.0,84,?,13%,-1.6%,12%,0.4%,i,57
CCn1nc(NC(=O)COC)c2cc3cccc(C)c3nc21,-13%,2%,-0.5,92,40%,11%,1.1%,16%,0.3%,i,14
CCn1c(SCC(=O)N2CCCCC2)nc2c1c(=O)n(C)c(=O)n2C,2%,-3%,1.2,50,2.0%,8%,0.2%,1%,0.5%,i,39
CC(C)(C)c1ccc(-c2ccc3c(c2)S(=O)(=O)c2ccccc2C3=O)cc1,5%,-9%,-1.2,87,-0.9%,4%,-1.3%,8%,0.3%,i,34
CCOC(=O)C1(P(=O)(c2ccccc2)c2ccccc2)CCC1,1%,-3%,3.2,48,0.3%,12%,-0.3%,5%,1.1%,i,9
O=C(CCCN1C(=O)/C(=C/c2cccs2)SC1=S)Nc1ccccn1,6%,-1%,1.7,58,4.2%,6%,?,0%,-1.5%,i,51
Cc1cccc(N(C(=O)Nc2ccccc2)C2=NCC(C)S2)c1 (stereo not given),12%,-6%,-1.6,64,1.2%,1%,0.8%,-8%,-1.7%,i,44
O=C(c1ccccc1)N1CCN(C2C3CC4CC(C3)CC2C4)CC1 (stereo not given),1%,-5%,1.5,68,-0.7%,2%,-0.1%,8%,0.0%,i,8
N#Cc1ccc(N2C(=O)[C@@H]3C(C(=O)c4ccc5ccccc5n4)=NN[C@@H]3C2=O)cc1,17%,-8%,-1.0,54,2.0%,4%,-0.5%,12%,3.4%,i,35
COc1ccccc1-c1coc2c(CN3CCOCC3)c(O)ccc2c1=O,5%,.,-0.8,61,0.5%,14%,-0.3%,17%,-0.6%,i,46
O=C(Cn1nc(-c2ccccc2)c2ccccc2c1=O)Nc1cccc(O)c1,1%,0%,1.1,48,1.0%,0%,0.2%,7%,0.6%,i,7
CC(C)(C)Nc1c2ccccc2nc2ccccc12,11%,4%,2.1,46,2.1%,15%,-1.2%,6%,0.1%,i,61
CCC(C)[C@H](NC(=O)NC1CCN(Cc2ccccc2)CC1)C(=O)OC (stereo not given in full),7%,1%,-0.1,76,1.0%,-11%,-0.6%,13%,i,i,42
COc1ccc(S(=O)(=O)N2CCCC(C(=O)NCc3ccc(F)cc3)C2)cc1 (stereo not given),14%,0%,-0.8,40,0.8%,7%,-0.1%,5%,0.1%,i,27
O=C(c1cnn2c(C(F)F)cc(C3CC3)nc12)N1CCCC1,-15%,-7%,1.1,64,1.6%,3%,1.8%,-2%,7.8%,i,40
O=C(c1ccc(OC2CCN(CCc3ccccc3)CC2)cc1)N1CCCC(CCCO)C1 (stereo not given),-6%,-10%,1.2,51,-0.7%,3%,-0.3%,11%,-0.1%,i,14

# Six entries picked at random from those above, as already listed:
SMILES,PhoP inhibition,Dengue-2 NS5 capping,NTR1 ag,NTR1 ag cell count 20 µM,RSV CPE inhibition,MgcRacGAP inhibition,West Nile virus CPE,SV40 large T antigen,K1F lysis inhibition,T cell HTS,T cell HTS vesicle-bound %
CC(C)(C)c1ccc(-c2ccc3c(c2)S(=O)(=O)c2ccccc2C3=O)cc1,5%,-9%,-1.2,87,-0.9%,4%,-1.3%,8%,0.3%,i,34
CCOC(=O)C1(P(=O)(c2ccccc2)c2ccccc2)CCC1,1%,-3%,3.2,48,0.3%,12%,-0.3%,5%,1.1%,i,9
O=C(COC(=O)c1ccc(N2CCOCC2)c([N+](=O)[O-])c1)Nc1ccc2c(c1)OCO2,20%,-7%,-1.6,59,14%,0%,0.4%,7%,2.1%,i,24
O=C(Cn1nc(-c2ccccc2)c2ccccc2c1=O)Nc1cccc(O)c1,1%,0%,1.1,48,1.0%,0%,0.2%,7%,0.6%,i,7
COc1ccc(Cl)cc1NC(=O)Cn1c(=O)oc2ccccc21,-1%,-3%,-1.5,92,5.0%,7%,-0.7%,15%,0.2%,i,12
COc1ccc(S(=O)(=O)N2CCCC(C(=O)NCc3ccc(F)cc3)C2)cc1 (stereo not given),14%,0%,-0.8,40,0.8%,7%,-0.1%,5%,0.1%,i,27
